High-throughput results from PubChem BioAssay.
12-LOX inh: Primary qHTS assay for inhibitors of human arachidonate 12S-lipoxygenase (ALOX12): Round 2; Polyunsaturated fatty acid lipoxygenase ALOX12 (Homo sapiens), P18054; AID 1671190, 2021; 580,000 tested, 1.1% active; Potency, µM (series often up to 108 µM), for the others: top-dose activity change, negative = inhibition, actives largely listed as inhibitors; purified 12hLO, xylenol orange hydroperoxide absorbance; note: % is set by controls: 0 for no effect and ±100 for the full control effect
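Hydroperoxide product was detected by ferrous iron/xylenol orange as the 573 to 405 nm absorbance ratio. Arachidonic acid at 40 uM (final) was turned over for 30 min at room temperature by 150 nM human 12hLO, pH 7.0 Hepes buffer, after 15 min compound preincubation.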
Pin1 inh: qHTS Assay to Find Inhibitors of Pin1. 390,000 tested, 0.009% active. Pin1 FP peptide displacement, HiFluor488, 10 min. Potency, µM (highest dose often 115 µM), without a hit: top-dose activity, negative = inhibition, actives largely listed as inhibitors; active = well fitted inhibition curve with a large enough effect in the polarisation, with a control signal flat, not every such curve was filed as active; inconclusive = small, poorly fitted or top-dose-only effect, or effect the other way, or a change in a side signal; inactive = no such curve, though single readings can be large or run the other way; the % refers to the polarisation; note: % is set by controls: 0 for no effect and ±100 for the full control effect
Target sequence (Q13526 whole entry, looked up): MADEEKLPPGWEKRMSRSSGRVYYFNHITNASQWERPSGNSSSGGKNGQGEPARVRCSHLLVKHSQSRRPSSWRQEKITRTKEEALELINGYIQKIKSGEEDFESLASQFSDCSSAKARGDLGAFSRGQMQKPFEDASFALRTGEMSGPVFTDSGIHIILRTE
JMJD2A Tudor inh: qHTS Assay for Inhibitors of JMJD2A-Tudor Domain; Lysine-specific demethylase 4A (Homo sapiens), O75164; AlphaScreen JMJD2A-Tudor / H3K4me3 peptide binding; Potency, µM (top dose mostly 114 µM), for inactives: at the top dose activity change, negative = inhibition, usual class: inhibitors; 390,000 tested, 4.4% active; AID 504339, 2011; note: % is set by controls: 0 for no effect and ±100 for the full control effect; nearly all actives have a fitted effect of over 50% in size
HP1b chromo inh: HTS for Inhibitors of HP1-beta Chromodomain Interactions with Methylated Histone Tails; AlphaScreen HP1-beta / biotin-H3K9me3 peptide binding; Potency, µM (top dose mostly 114 µM), for inactives: at the highest dose activity change, negative = inhibition, most hits filed as inhibitors; 390,000 tested, 0.56% active; AID 540317, 2011; note: nearly all actives have a fitted effect of over 70% in size; inactives centre near 23
Target sequence (P83916 whole entry, looked up): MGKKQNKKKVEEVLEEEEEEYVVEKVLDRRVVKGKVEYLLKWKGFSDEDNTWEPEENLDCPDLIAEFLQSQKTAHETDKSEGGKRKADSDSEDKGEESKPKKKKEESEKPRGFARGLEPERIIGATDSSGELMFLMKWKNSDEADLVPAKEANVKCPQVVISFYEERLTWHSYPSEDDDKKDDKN
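HP1-beta protein (50 nM final) preincubated 30 min at room temperature with biotinylated H3(1-18)K9me3 peptide (50 nM) in PBS pH 7.4, 0.01% Tween-20, then compound added for 30 min. AlphaScreen streptavidin donor/nickel chelate acceptor beads (10 ug/mL final), 30 min dark, luminescence read.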
RGS4 inh: Inhibitors of Regulator of G Protein Signaling (RGS) 4: qHTS. Potency, µM (highest dose often 114 µM), inactives show at the top dose activity change, negative = inhibition, hits mostly inhibitors. 390,000 tested, 0.039% active. Transcreener GDP fluorescence polarization, RGS4-accelerated GTP hydrolysis. AID 504845, 2011; note: % is set by controls: 0 for no effect and ±100 for the full control effect; nearly all actives have a fitted effect of over 75% in size; some results filed as inactive show a strong effect at the top dose
Target sequence (P49798 whole entry, looked up): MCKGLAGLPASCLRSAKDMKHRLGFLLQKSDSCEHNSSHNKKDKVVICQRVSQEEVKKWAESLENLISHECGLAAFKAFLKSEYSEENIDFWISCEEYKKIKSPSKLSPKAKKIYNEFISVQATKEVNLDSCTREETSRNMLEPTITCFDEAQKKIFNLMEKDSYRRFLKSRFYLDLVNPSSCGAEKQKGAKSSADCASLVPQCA
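MLSMR compounds (23 nl, pin-transferred) preincubated 10 min at room temperature with a 500nM (2x) first reagent, then RGS4 at 900nM (2x) plus Transcreener GDP mix added; fluorescence polarization (620/688 nm) read before and after 90 min at 30 °C.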
TrxR1 inh: qHTS Assay for Inhibitors of Mammalian Selenoprotein Thioredoxin Reductase 1 (TrxR1): qHTS | Thioredoxin reductase 1, cytoplasmic (Rattus norvegicus), O89049 | recombinant rTrxR1, NADPH fluorescence consumption, selenite substrate | Potency, µM (doses to about 114 µM), for inactives: at the top dose activity change, negative = inhibition, hits mostly inhibitors | 390,000 tested, 1% active; note: % is set by controls: 0 for no effect and ±100 for the full control effect; nearly all actives have a fitted effect of over 65% in size
Target sequence (O89049 whole entry, looked up): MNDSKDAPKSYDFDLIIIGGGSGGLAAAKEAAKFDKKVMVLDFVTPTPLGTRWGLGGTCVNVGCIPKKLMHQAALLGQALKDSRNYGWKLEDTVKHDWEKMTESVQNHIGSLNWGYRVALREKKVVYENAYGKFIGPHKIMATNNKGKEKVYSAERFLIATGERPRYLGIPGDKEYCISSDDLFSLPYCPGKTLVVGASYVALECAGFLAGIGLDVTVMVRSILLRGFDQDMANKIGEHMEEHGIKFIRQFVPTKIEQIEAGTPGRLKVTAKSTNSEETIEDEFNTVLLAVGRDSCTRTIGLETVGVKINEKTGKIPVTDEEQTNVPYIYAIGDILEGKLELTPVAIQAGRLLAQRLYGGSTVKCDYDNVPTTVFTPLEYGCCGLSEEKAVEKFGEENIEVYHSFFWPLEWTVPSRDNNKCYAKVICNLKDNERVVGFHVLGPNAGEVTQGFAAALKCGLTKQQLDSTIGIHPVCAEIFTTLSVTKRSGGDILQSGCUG
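Rat TrxR1 (90 nM in the dispensed reagent) was pre-reduced with 400 uM NADPH for 5 min at room temperature, then incubated with compound for 15 min. After 400 uM selenite was added, NADPH fluorescence (Ex 340/Em 450 nm) was followed for 8 min.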
GLS inh: qHTS for Inhibitors of Glutaminase (GLS); GLS enzymatic activity, qHTS titration; Potency, µM (top dose mostly 45.5 µM), inactives show at the top dose activity change, negative = inhibition, most hits filed as inhibitors; 410,000 tested, 0.21% active; AID 624170, 2012; note: % is set by controls: 0 for no effect and ±100 for the full control effect
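Coupled fluorescence readout: glutamate oxidase/HRP/Amplex Red detect glutamate formed by hKGA from L-glutamine (1 mM solution added). Buffer 45 mM KH2PO4 pH 8.2, 0.02% Tween-20; reads at t0 and 30 min RT.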
PGK inhibitor: qHTS Assay to Find Inhibitors of Phosphoglycerate Kinase. PGK/GAPDH coupled, Kinase-Glo luminescence, 60 min. Potency, µM (highest dose often 57.5 µM), without a hit: at the highest dose activity change, negative = inhibition, most hits filed as inhibitors. 380,000 tested, 0.043% active; note: % is set by controls: 0 for no effect and ±100 for the full control effect; nearly all actives have a fitted effect of over 60% in size
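Recombinant glycosomal PGK reaction used 1,3-bisphosphoglycerate generated in-well by GAPDH (100nM final) in 100mM TEA pH 7.6, 5mM MgCl2, 0.01% Tween-20. After 60 minutes at room temperature, ATP was read by Kinase-Glo Plus luminescence end-point.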
ERG Ets-DNA blk: qHTS for Small Molecule Inhibitors of the ERG Ets/DNA interaction; Transcriptional regulator ERG (Homo sapiens), P11308; fluorescence polarization, His-ERG Ets domain / labelled DNA; Potency, µM (titrated, usually from 76.9 µM), inactives show at the highest dose FP activity, negative = inhibition, actives largely listed as inhibitors; 370,000 tested, 0.028% active; active = well fitted inhibition curve with a large enough effect in the polarisation, with a control signal flat; inconclusive = small, poorly fitted or top-dose-only effect, or effect the other way, or a change in a side signal; inactive = no such curve, though single readings can be large or run the other way; the % refers to the polarisation;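 note: polarization taken with two DNA probes labelled with fluorescein and Texas red; % of control where 0% means no effect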
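His-tagged ERG Ets domain (1 uM in the protein solution; 300mM KCl, 50mM Tris-HCl, 1mM EDTA, 1mM DTT, pH 7.5) received compound, then a probe mix of 5 nM fluorescein-DNA and 100nM Texas-615-DNA. Fluorescence polarization was read for both dyes.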
* hit, by the source's call; i = inactive; ? = inconclusive; nt = no result given; & = joins results of further samples; [ ] = dose if it differs, or a comment. Unless noted, calls come from the whole dose curve; as a rule, active = well fitted curve in the direction sought with a large enough effect; inconclusive = small, poorly fitted or top-dose-only effect, or another doubt; inactive = no such curve, though single readings can be large; an effect the other way counts as inactive or inconclusive. Potency is the fitted concentration of half-maximal effect.

SMILES	12-LOX inh	Pin1 inh	JMJD2A Tudor inh	HP1b chromo inh	RGS4 inh	TrxR1 inh	GLS inh	PGK inhibitor	ERG Ets-DNA blk
CCN(Cc1nc(-c2ccc(OC)c(OC)c2)no1)C(=O)c1ccc2c(c1)OCO2	-12.9%	1.6%	?	11.3%	3.4%	8.5%[57.1 µM]	3.3%	3.0%	0.2%
N#Cc1nc(-c2cccc3ccccc23)oc1N	18.8%	0.1%	-2.8%	26.3%	-0.2%	48.7%[activator][57.1 µM]	28.1%	i	nt
Cc1ccc(NC2CCCN(C(=O)c3cccnc3)C2)cc1C (stereo not given)	-12.8%	-10.5%	3.0%	19.9%	-16.1%	17.7%	8.8%	-4.9%	-9.0%
CC(C)OC(=O)c1cccc(C(=O)Oc2ccc(Br)cc2)n1	-16.4%	-5.9%	0.6%	40.7%[activator]	-4.3%	?	18.3%	nt	-0.4%
O=C(O)CCCC(=O)Nc1c(F)c(F)c(F)c(F)c1F	28.0%	4.1%	-13.2%	20.2%	-3.2%	3.5%	-5.1%	-1.8%	-0.3%
Cc1nc2ccccn2c1C(=O)c1ccccc1	491.4%[activator]	-2.0%	4.7%	30.8%	-5.4%	3.3%	-2.3%	-5.7%	-10.8%
O=C(COC(=O)Cc1ccccc1)NCc1ccc2c(c1)OCO2	20.7%	1.2%	-13.7%	5.8%	-2.9%	-1.8%[57.1 µM]	1.4%	9.9%	4.2%
CC[C@H](C)C1NC(=O)[C@H](CC(=O)O)NC(=O)c2cc([N+](=O)[O-])cc(I)c2NCCC(C(N)=O)NC1=O (stereo not given in full)	?	?	-20.0%	24.8%	-9.5%	-6.1%[57.1 µM]	?	-14.2%	-9.9%
CCc1ccc(C2=CC(c3cccc(Br)c3)n3nnnc3N2)cc1 (stereo not given)	?	-1.9%	7.7%	62.3%[activator]	-24.6%	-10.2%[57.1 µM]	-3.7%	-2.8%	-0.8%
COc1ccccc1C(CNC(=O)c1cccc(S(=O)(=O)Nc2ccc(C)cc2)c1)N1CCCC1 (stereo not given)	-5.6%	1.0%	-20.7%	23.1%	-23.7%	-8.8%	-11.2%	8.9%	0.9%
COc1ccc(CNC(=O)CCCN2C(=O)CSc3c2c(C)nn3-c2ccccc2)cc1	-20.2%	0.4%	-12.7%	20.1%	11.8%	1.8%[57.1 µM]	-0.8%	4.6%	-1.1%
Oc1cc(O)c(CN2CCOCC2)cc1CN1CCOCC1	-0.4%	-7.2%	79.4µM*	70.8µM*	-9.4%	11.2µM*	18.3%	1.9%	1.6%
CSCCC1NC(=O)N(CC(=O)Nc2ccc(-c3ccccc3)cc2)C1=O (stereo not given)	-13.0%	-0.2%	-20.6%[11.4 µM]	55.8%[activator]	23.8%[11.4 µM]	19.6%	-3.5%	-0.8%	2.9%
COc1ccc(C(=O)N2CCN(c3nnnn3-c3ccccc3)CC2)cc1OC	-20.7%	-4.3%	7.4%	43.4%[activator]	5.3%	-14.3%	nt	i	4.1%
O=C(O)Cn1cc(C(=O)C(F)(F)F)c2ccccc21	-5.6%	-6.1%	-8.4%	45.9%	1.2%	8.3%[57.1 µM]	-3.9%	-0.2%	2.2%
CCCN1CCN(C(=O)C2CCCN(c3ncnc4c3nc3n4CCCCC3)C2)CC1 (stereo not given)	1.7%	-6.3%	-11.3%	46.4%[activator]	2.9%	14.5%	-10.2%	i	-2.4%
CCCCCCOc1ccc(N2C(=O)CC(N3CCC(C(=O)OCC)CC3)C2=O)cc1 (stereo not given)	19.6%	-1.3%	-1.1%	21.4%	-5.6%	13.1%	1.4%	-1.8%	nt
COc1ccccc1C(=O)NCC(=O)OCC(=O)N1CC(C)OC(C)C1 (stereo not given)	-6.3%	0.4%	-6.2%	24.2%	-11.9%	3.1%	-10.3%	-2.7%	-12.1%
Cc1ccc(OCCn2cc(C(=S)N3CCCC3)c3ccccc32)cc1C	?	?	?	-22.8%	-82.4%[11.4 µM]	-6.3%	?	-6.3%	-7.3%
CC(=O)OC1CC2(C)C(CCC2(O)C(C)=O)C2CCC3C(Cl)C(=O)CCC3(C)C12 (stereo not given)	-22.7%	-6.4%	-4.8%	22.7%[57 µM]	-3.9%	0.7%[2.29 µM]	-2.6%	2.2%	-2.5%
COCC(=O)N(C)c1nnc(-c2ccccn2)s1	29.8%	?	-2.3%[11.4 µM]	35.5%	-38.8%[11.4 µM]	0.5%[11.4 µM]	-13.9%	0.0%	-0.7%
Cc1n[nH]c(=O)nc1N/N=C/c1cccs1	0.4%	-1.0%	?	39.8%[activator]	-2.7%	2.8%	0.5%	-15.6%	3.6%
CCN(CC)S(=O)(=O)c1cc(NC(=O)C2=COCCO2)ccc1Cl	-25.6%	1.8%	-26.0%	-5.8%	8.1%	-1.0%	4.8%	4.1%	1.0%
Cn1c(CNc2ccc(Br)cc2)nc2ccccc21	-1.6%	2.6%	-30.8%	20.2%	8.0%	-0.2%	19.1%	-4.3%	1.4%
CN(C(=O)c1cccc(NC(=O)Cc2ccc(NC(=O)C3CCCN(C(=O)C4CCC4)C3)cc2)c1)C1CC1 (stereo not given)	0.0%	-3.1%	-15.9%	27.2%	7.1%	7.4%	-0.1%	-1.0%	-9.1%
O=C(NCC(c1cccs1)N1CCOCC1)C1CCN(S(=O)(=O)c2cc(Cl)ccc2Cl)CC1 (stereo not given)	0.0%	-6.6%	-13.5%	31.7%	-3.4%	-0.4%	5.9%	0.6%	-4.2%[15.4 µM]
CCN(CC)Cc1c(O)ccc2c([N+](=O)[O-])c(C)n(-c3ccc(OC)cc3)c12	?	-1.0%	-31.6%	-16.5%	7.6%	0.4%[57.1 µM]	19.1%	4.8%	2.5%
C/C(=N\NC(=S)NCc1ccccc1)c1ccco1	?	-10.1%	?	?	-26.8%	79.4µM*	28.6%	-11.5%	-7.8%
CCN(CC)C(=O)CC(c1ccc(N(C)C)cc1)c1c(OC)cc(OC)c2c(-c3ccccc3)cc(=O)oc12 (stereo not given)	-17.6%	-6.4%&-6.0%	31.6µM*	?	-31.1%&3.5%	3.5%&17.4%	10.8%	i	8.2%
O=C(O)COCC(=O)Nc1ccc(-n2nc(C(F)(F)F)cc2-c2cccs2)cc1	?	-14.7%	-18.9%	23.2%	19.4%	-0.7%	7.1%	i	4.7%

Filtered by structure: the entries above with a CF3 group
SMILES	12-LOX inh	Pin1 inh	JMJD2A Tudor inh	HP1b chromo inh	RGS4 inh	TrxR1 inh	GLS inh	PGK inhibitor	ERG Ets-DNA blk
O=C(O)Cn1cc(C(=O)C(F)(F)F)c2ccccc21	-5.6%	-6.1%	-8.4%	45.9%	1.2%	8.3%[57.1 µM]	-3.9%	-0.2%	2.2%
O=C(O)COCC(=O)Nc1ccc(-n2nc(C(F)(F)F)cc2-c2cccs2)cc1	?	-14.7%	-18.9%	23.2%	19.4%	-0.7%	7.1%	i	4.7%

(next part)
SMILES	12-LOX inh	Pin1 inh	JMJD2A Tudor inh	HP1b chromo inh	RGS4 inh	TrxR1 inh	GLS inh	PGK inhibitor	ERG Ets-DNA blk
Cc1cc(C)cc(N(C(=O)C2CCCC2)C2C=CS(=O)(=O)C2)c1 (stereo not given)	-25.0%	-2.0%	-2.8%	16.5%	-29.7%	15.3%	-0.4%	8.1%	nt
C/C(=N\OCC(=O)OCC(=O)N(Cc1ccccc1)C(C)(C)C)c1ccc2c(c1)OCO2	-20.1%	-1.3%	-6.2%	39.1%[activator]	-3.8%	13.7%	-3.0%	i	-3.7%
CCc1ccc(NC(=O)Cc2cn(C)c3ccccc23)cc1	-0.2%&4.6%	-0.9%	-22.5%	17.6%	-52.0%	1.7%[57.1 µM]	13.2%	-17.7%	-2.7%
O=C(COC(=O)CNC(=O)c1cc(Cl)cc([N+](=O)[O-])c1)NC(=O)NCc1ccco1	?	-3.0%	-20.1%	13.1%	5.6%	16.7%[11.4 µM]	9.0%	-4.5%	-3.9%
CCCCC(=O)Nc1ccc2c(c1)nc1n2CCN(CCOC)C1	125.6%[activator]	3.2%	-26.5%	49.5%[activator]	-1.5%	-13.2%	-3.1%	-2.1%	12.8%
COc1ccc(-c2cc(C(=O)Nc3cc(OC)c(OC)c(OC)c3)no2)cc1OC	7.5%	2.4%	-19.9%	33.1%[activator]	-15.1%	?	-13.1%	-7.0%	0.2%
COc1ccc(C(=O)Nn2c(SCc3ccc([N+](=O)[O-])cc3)nc3ccccc3c2=O)cc1	107.2%[activator]	4.7%	-13.9%	16.5%	-3.1%	16.1%	-1.0%	i	11.6%
OC1CCN(C(=S)NCCc2ccccc2)CC1	-20.5%	1.2%	-3.0%	16.6%	14.2%	-12.0%	6.3%	7.0%	-0.7%
CCn1nnnc1SCC(=O)Nc1nc(C)c(C)s1	-8.0%	0.4%	-1.2%	7.1%	-16.2%	1.9%[57.1 µM]	6.2%	-5.8%	-0.6%

An excerpt, so the mix of outcomes need not match the whole.
